AHR activator: activators of human aryl hydrocarbon receptor | P35869 | AHR-responsive luciferase reporter cells, luminescence | activation, % at 5 µM | 320,000 tested, 2.5% active; in the data active = activation above about 47%;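 note: 0% = vehicle wells and 100% = reference agonist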
EBNA-1 inh: blocks EBNA-1 binding to DNA; inhibition, % at 14.8 µM; EBNA-1 DNA binding, fluorescence polarization; 300,000 tested, 0.34% active; in the data active = inhibition above about 28%
procasp7 counter: counter-screen: procaspase-7 (human) activation; AID 463210; P55210; 330,000 tested, 0.093% active; activation, % at 8.5 µM; recombinant procaspase-7, Ac-DEVD-pNA absorbance 405 nm; D23A/D198A/D206A triple mutant, cannot self-cleave; scale: DMSO 0, 5 µM enzyme 100;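 active = percent activation above the screen-wide mean plus 3 SD, cut at about 25% in these data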
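Assay system: Uncleavable procaspase-7 mutant enzyme; Input: 2 µM procaspase-7 mutant as dispensed; Also added: DEVD-pNA substrate; Medium: Zinc-free HEPES pH 7.4 with 300 mM NaCl, 0.01% Triton X-100; Timing: 1 h compound preincubation, 2 h substrate cleavage, 25 °C; Measured by: Epi-absorbance of released pNA at 405 nm, two timepoints.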
MEP2 TOR yeast: modulators of TOR pathway MEP2-GFP in S. cerevisiae; S. cerevisiae MEP2-GFP strain, flow cytometry GFP, 3 h; 100% = DMSO control level; GFP response vs DMSO, % at 10 µM; 330,000 tested, 0.51% active; AID 2016;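 active = GFP response versus DMSO above a set limit, roughly screen mean plus 3 SD, cut at about 180% in these data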;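 note: median GFP fluorescence of the barcode-gated MEP2-GFP cells per well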
LAP4-GFP MLPCN: yeast TOR pathway LAP4-GFP modulation; S. cerevisiae LAP4-GFP multiplex, flow cytometry GFP, 3 h; median GFP as percent of DMSO wells; GFP response vs DMSO, % at 10 µM; 320,000 tested, 0.34% active;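 active = GFP response vs DMSO above a set limit, about the screen mean plus 3 SD, cut at about 150% in these data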
procasp3 activ: activators of human procaspase-3 | AID 463141 | 330,000 tested, 0.11% active | recombinant procaspase-3 D3A, Ac-DEVD-pNA absorbance 405 nm | P42574 | activation, % at 8.5 µM;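 active = activation above the mean of all tested compounds plus 3 SD, cut at about 21% in these data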;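 note: 0% = DMSO alone and 100% = DMSO wells spiked with extra 5 µM PC-3 D3A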
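Evaluation: percent activation relative to control range; Material: Procaspase-3 D3A mutant, all three cleavage aspartates alanine; Compound: single dose, 8.5 µM nominal compound, 0.8% DMSO; Replication: one well per compound; Signal: absorbance at 405 nm, 0 and 120 min; Schedule: 1 h preincubation plus 2 h reaction at 25 °C.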
ZTA counter: blocks Epstein-Barr virus ZTA, an EBNA-1 counter-screen; P03206; ZTA-DNA binding, fluorescence polarization; inhibition, % at 11 µM; 320,000 tested, 0.15% active; in the data active = inhibition above about 33%
RPL19A-GFP yeast: modulators of TOR pathway RPL19A-GFP in S. cerevisiae; S. cerevisiae RPL19A-GFP strain, flow cytometry, 3 h; hits give low values; percent response vs DMSO, % at 10 µM; 330,000 tested, 0.3% active; AID 2025;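 active = percent response vs DMSO below 50%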;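 note: median channel GFP fluorescence of the barcoded RPL19A-GFP strain; ratio of sample median GFP to plate DMSO average so 100% = DMSO; lower means less RPL19A-GFP as with rapamycin TOR inhibition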
The depositor's hits bear a star; / = no result given. Random draw from the library; 3.8% or so of the library scored in one or more.

entry	structure	AHR activator	EBNA-1 inh	procasp7 counter	MEP2 TOR yeast	LAP4-GFP MLPCN	procasp3 activ	ZTA counter	RPL19A-GFP yeast
1	COc1ccc(NC(=O)Nc2cc(NC(=O)Nc3ccc(OC)cc3)c(C)nc2C)cc1	22.6	8.2	10.0	94.5	78.3	3.2	-4.9	95.1
2	O=C(c1ccco1)N1CCN(C(=O)C2CCCN(S(=O)(=O)Cc3ccccc3)C2)CC1 (stereo unspecified)	6.1	-8.6	-1.7	96.3	102.0	-1.2	-11.4	103.0
3	O=C(O)CCNc1ccc2c(c1)OCCO2	-2.1	4.2	-4.3	96.6	96.4	-6.4	-7.3	93.7
4	CCn1c(/C=C/c2cccc([N+](=O)[O-])c2)nc2ccccc2c1=O	68.1*	-17.2	3.6	102.5	103.1	1.1	-11.1	99.0
5	COc1ccc(-c2nc(C#N)c(NC(C)C)o2)cc1	0.9	-1.4	1.7	93.5	120.4	3.1	-11.5	90.1
6	COCCNC(=O)C(=O)Nc1ccc(Cl)cc1C	-1.1	3.0	1.9	91.2	119.9	8.5	0.7	95.6
7	CCOCCCNC(=O)CN(Cc1ccc(Cl)cc1)S(C)(=O)=O	0.3	4.2	-2.7	114.5	102.9	0.6	-3.7	104.2
8	N#CCSc1nc2ccccc2c(=O)n1CCCC(=O)NCC1CCCO1 (stereo unspecified)	-0.4	15.9	2.8	100.6	100.6	2.1	14.4	98.8
9	COc1ccc(-c2nn(-c3ccccc3)cc2/C=C/C(=O)OCC(=O)Nc2ccccc2C#N)cc1	4.0	2.5	-3.0	98.4	108.3	13.2	-0.7	94.8
10	Cc1ccccc1/C=C/C12NC(=O)CN1c1ccccc1C2(C)C (stereo unspecified)	27.6	-16.4	5.8	103.5	/	5.2	-0.5	102.0
11	Cc1cccc(-[n+]2c(C)cc(C)c3c(=O)[nH]c(=O)[nH]c32)c1	10.0	-5.0	2.2	71.6	89.7	1.5	-9.4	104.8
12	O=C(O)c1ccccc1N(Cc1ccccc1)C(=O)COc1ccccc1	0.9	6.7	-0.8	98.6	105.5	-9.2	16.4	96.6
13	Cc1cc(Nc2ccc3c(c2)OCCO3)c2ccccc2n1	34.4	10.3	3.6	109.2	102.8	3.7	-20.8	105.8
14	CNC(=O)c1c(NC(=O)CCS(=O)(=O)c2ccc(C)cc2)sc2c1CCN(C(=O)OC)C2	-0.1	3.7	7.7	110.4	105.7	4.3	9.5	101.7
15	CC(C)(C)Nc1c(-c2cccs2)nc2ccccn12	-0.9	7.0	4.8	97.8	98.7	4.3	8.1	94.7
16	COc1ccc(NC(=O)C23CC4CC(C2)CC(n2cnc(Br)n2)(C4)C3)c(C)c1	3.6	-11.2	2.9	93.2	99.4	11.6	-28.2	99.5
17	CN1CCN(C(=O)CN(c2cccc(Br)c2)S(=O)(=O)c2ccccc2)CC1	3.6	-8.0	2.4	87.9	105.6	-2.3	3.0	95.9
18	Cc1ccc(NC(=O)C2CCN(S(=O)(=O)c3ccc4c(c3)OCCO4)CC2)c(O)c1	10.7	16.6	-0.1	102.7	111.9	-7.6	5.9	102.4
19	CCn1ncc(C2=NOC(C(=O)NCc3ccccc3)C2)c1C (stereo unspecified)	-2.8	-2.4	0.0	101.6	99.8	2.1	4.4	105.9
20	COc1ccc(Cn2c(C3CC3)nc3ccc(NC(=O)c4cccnc4)cc3c2=O)cc1	26.1	-9.2	-1.0	111.3	96.2	-0.5	-1.9	102.8
21	Cc1ccc(C(C(=O)NCc2ccccc2)N(Cc2ccco2)C(=O)c2snc(C(N)=O)c2N)o1 (stereo unspecified)	0.8	9.9	0.2	99.3	98.4	-3.1	13.9	100.5
22	Cc1cc(NC(=O)CSc2nnc(-c3cccc(F)c3)n2N)no1	5.8	/	-8.9	97.4	99.3	1.1	0.7	99.1
23	COc1ccc(CCn2c(C)cc(C(=O)CSc3nc(N)cc(=O)[nH]3)c2C)cc1	-2.8	1.3	4.0	104.9	108.2	-0.5	-9.8	108.4
24	CCN=C1S/C(=C\c2cn(CC)c3ccccc23)C(=O)N1CC	27.5	8.3	2.3	118.2	115.6	8.4	16.0	116.0
25	Cc1cc(C)cc(SCc2noc(C(=O)NC(C)C)c2C(=O)O)c1	2.8	-11.6	-9.8	136.1	102.7	4.8	3.8	103.8

4 entries from above, in transposed form:
20	COc1ccc(Cn2c(C3CC3)nc3ccc(NC(=O)c4cccnc4)cc3c2=O)cc1
19	CCn1ncc(C2=NOC(C(=O)NCc3ccccc3)C2)c1C (stereo unspecified)
3	O=C(O)CCNc1ccc2c(c1)OCCO2
15	CC(C)(C)Nc1c(-c2cccs2)nc2ccccn12
Screen / compound no. | 20 | 19 | 3 | 15
AHR activator | 26.1 | -2.8 | -2.1 | -0.9
EBNA-1 inh | -9.2 | -2.4 | 4.2 | 7.0
procasp7 counter | -1.0 | 0.0 | -4.3 | 4.8
MEP2 TOR yeast | 111.3 | 101.6 | 96.6 | 97.8
LAP4-GFP MLPCN | 96.2 | 99.8 | 96.4 | 98.7
procasp3 activ | -0.5 | 2.1 | -6.4 | 4.3
ZTA counter | -1.9 | 4.4 | -7.3 | 8.1
RPL19A-GFP yeast | 102.8 | 105.9 | 93.7 | 94.7

The listing continues:
entry	structure	AHR activator	EBNA-1 inh	procasp7 counter	MEP2 TOR yeast	LAP4-GFP MLPCN	procasp3 activ	ZTA counter	RPL19A-GFP yeast
26	CCC(C)C(NS(=O)(=O)c1ccc(C)cc1)C(=O)Oc1ccc2c3c(c(=O)oc2c1)CCC3 (stereo unspecified)	-2.8	6.2	9.7	106.1	103.1	3.7	14.6	103.6
27	Cc1ccc(C2(C)NC(=O)N(CC(=O)Nc3ccccc3N3CCCC3)C2=O)cc1 (stereo unspecified)	11.0	0.2	4.4	97.8	100.8	-11.1	-29.4	95.9
28	CCCCC1CC1C(=O)Nc1ncc2c(n1)CC(C)(C)CC2=O (stereo unspecified)	8.5	17.1	-7.9	104.1	103.4	-0.8	-5.0	99.7
29	Cc1[nH]c2ccccc2c1C(=O)C(=O)NCCCc1ccccc1	-2.5	-3.3	1.0	102.9	105.5	1.1	-22.8	97.5
30	COc1ccc(-c2noc(-c3ccccc3C(=O)Nc3cccnc3)n2)cc1OC	19.9	4.5	4.5	99.2	91.3	8.0	6.0	107.9
31	CCN1C(=O)C2C(C1=O)N1C(c3cccs3)C3C(=O)N(CC)C(=O)C3N1C2c1cccs1 (stereo unspecified)	-0.9	3.5	9.6	118.8	120.9	0.8	8.9	106.2
32	O=C(c1cccc(OC2CCN(Cc3ccc(F)cc3Cl)CC2)c1)N1CCCC1	0.1	0.4	-1.8	108.0	85.8	-0.2	2.5	107.1
33	CCn1cc(C(=O)NNC(=O)c2ccc(Cl)cc2)c(=O)c2ccc(C)nc21	-0.4	-0.5	11.1	101.6	98.6	-4.2	3.7	104.8
34	COc1ccc(S(=O)(=O)N2CCC(N3CCCCC3)CC2)cc1	0.4	9.7	-6.0	88.6	85.4	4.3	9.3	92.8
35	O=C(O)c1cccc(NC(=S)N/N=C/c2cccnc2)c1	3.6	-0.8	-0.2	101.0	92.7	-1.4	-12.5	95.5
36	Cc1ccc(-n2ncc3c(=O)n(CC(=O)NCc4ccco4)cnc32)cc1	3.7	-8.8	4.3	99.1	97.9	0.3	-15.3	102.6
37	COc1ccc(-c2nc(NC(=O)Cn3ccc(C(F)(F)F)n3)sc2C)cc1	4.4	-3.0	-1.3	104.9	103.0	-6.9	2.1	99.8
38	O=C(COC(=O)Cc1ccc(S(=O)(=O)N2CCOCC2)s1)Nc1ccccc1Cl	-0.7	/	-3.3	95.5	93.4	6.1	/	100.4
39	CCSc1nnc(NC(=O)c2cc3c(s2)CCCC3)s1	5.3	-2.1	-5.6	96.4	95.8	12.3	-1.3	97.0
40	CC(=O)Nc1ccc(S(=O)(=O)NCCC(=O)NCc2ccncc2)cc1	-3.4	1.6	6.5	91.5	108.5	0.9	3.1	99.9
41	COc1cccc(C(=O)Nc2ccncc2)c1OC	10.0	-12.1	7.3	108.8	82.4	5.8	7.4	102.4
42	S=C(NC1CCCCC1)N1CCOCCOCCN(C(=S)NC2CCCCC2)CCOCC1	5.7	-21.5	11.6	92.4	96.2	-7.6	-0.7	98.9
43	COc1cc(C2CC(=O)N3CN(Cc4ccco4)CSC3=C2C#N)ccc1OCc1ccccc1 (stereo unspecified)	-0.5	3.0	-16.1	96.8	102.4	-13.5	7.5	96.5
44	CSc1nc(-c2ccco2)nn1C(=O)CCc1ccccc1	1.1	-7.9	-3.7	98.2	101.8	0.5	-1.1	100.2
45	c1ccc(CCNc2ncnc3scc(C4COc5ccccc5O4)c23)cc1 (stereo unspecified)	98.5*	0.8	0.1	99.2	109.6	2.8	10.3	98.0
46	COc1ccc(C(=O)N2CCc3cc(OC)c(OC)cc3C2)cc1OC	7.9	0.4	15.9	94.3	89.3	7.1	-3.3	92.1
47	CCc1nn2cc(-c3ccccc3)nc2s1	-5.4	12.2	7.3	103.5	110.8	0.1	2.5	105.3
48	CCc1ccc(N=C2N=C(N)c3ccccc32)cc1	28.4	2.0	7.6	97.8	101.4	3.8	15.5	99.4
49	O=C(NC1CCCCC1)C(=O)c1c[nH]c2ccccc12	-1.5	-7.6	14.8	102.3	96.9	-4.7	-4.9	107.7
50	COC(=O)C1CC(O)CN1S(=O)(=O)c1cccs1 (stereo unspecified)	-0.4	-11.6	15.0	102.3	87.7	2.1	-23.0	105.8
51	Cc1cccc(NC(=O)c2c(F)c(F)c(F)c(F)c2F)c1	8.5	-1.0	8.1	109.5	103.7	-7.9	-10.7	101.1
52	Cc1nnc(NC(=O)CCCN2C(=O)c3ccccc3C2=O)s1	-0.4	-4.6	-0.6	105.3	97.4	6.5	-0.5	100.2
53	Cc1cc(C)n(-c2cc(N3CCN(S(=O)(=O)c4ccc(C)c(C)c4)CC3)ccc2[N+](=O)[O-])n1	4.1	-11.4	-2.9	106.9	98.4	0.5	7.7	99.9
54	O=C(Nc1ccc(F)cc1)Nc1ccc(Cl)cn1	-2.4	19.8	9.9	102.6	115.5	5.8	4.9	98.9
55	COc1ccc(-c2nc(N)n[nH]2)cc1	2.6	2.9	-5.0	160.0	116.0	0.9	5.6	104.5
56	CC(C)c1cc(C(=O)N/N=C/C(Br)=C/c2ccccc2)n[nH]1	21.8	1.7	-9.8	112.9	109.4	-1.1	-1.6	108.1
57	O=C(NNC1=NS(=O)(=O)c2ccccc21)c1ccccc1	8.3	-0.6	-6.3	96.6	92.0	3.5	-9.7	99.6
58	Cc1cccc(Nc2nnc(SCC(=O)Nc3ccc(C(=O)O)cc3)s2)c1	-0.1	13.8	3.8	97.0	94.3	-4.8	22.6	99.1
59	COc1ccc(NC(=O)C2=Cc3ccccc3OC2)cc1	3.5	0.8	-3.1	90.7	92.2	2.4	4.8	92.4
60	COc1ccc2sc3ccccc3c(=O)c2c1	8.9	7.9	12.8	103.1	91.7	-3.4	-4.9	94.8
61	O=C(Cn1cc(C(F)(F)F)ccc1=O)N1CCCc2ccccc21	-1.1	/	1.6	104.4	97.2	-1.5	/	94.8
62	O=C(Nc1ccccc1NC(=O)c1ccc(F)cc1)c1ccc(F)cc1	-0.7	6.0	-6.5	104.2	102.9	4.0	7.5	104.9
63	CCCCCOc1ccc(NC(=O)C(=O)NCC2CCCN2CC)cc1 (stereo unspecified)	-0.9	-16.7	7.4	93.0	82.5	4.0	-6.1	88.8
64	Cc1cc(C(=O)N/N=C2\CC(=O)c3ccccc32)c(C)n1-c1ccc(F)cc1	46.3	8.6	-11.5	101.4	97.6	-4.0	9.9	110.1
65	C/C(=N/Nc1nc(C)c(C)s1)c1cccc([N+](=O)[O-])c1	20.3	-5.9	-14.0	109.8	97.5	-18.1	2.2	101.8

Screens from PubChem.
